N370S GC mod: inhibits or activates N370S mutant glucocerebrosidase | 330,000 compounds, 0.092% hits | Potency, µM (doses to about 59.4 µM), without a hit: top-dose activity change, negative = inhibition, hits mostly inhibitors | N370S GC spleen homogenate, 4MU-glucoside fluorescence | P04062 | AID 2101;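 note: 0% = full enzyme activity and -100% = no enzyme basal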
TDP1 cell CPT: DT40-hTDP1 cell growth loss with CPT | chicken DT40 Tdp1-/-;hTDP1 cells + 20 nM CPT, ATP luminescence, 48 h | Potency, µM (highest dose often 46.2 µM), for the others: top-dose activity change, negative = growth inhibition, most hits filed as inhibitors | 420,000 compounds, 12% hits; note: nearly all actives have a fitted effect of over 55% in size
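Chicken DT40 Tdp1-/- cells complemented with human TDP1, 400 cells/well, exposed to compounds plus 20 nM camptothecin for at least 48 h at 37 C; viability read as ATP content by CellTiter-Glo luminescence.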
FEN1 inh: human FEN1 inhibition | P39748 | Recombinant FEN1 flap cleavage, fluorescence, 15 min | Potency, µM (highest dose often 114 µM), for inactives: top-dose activity change, negative = inhibition, actives largely listed as inhibitors | 390,000 compounds, 0.35% hits; note: nearly all actives have a fitted effect of over 65% in size
Target sequence (P39748 whole entry, looked up): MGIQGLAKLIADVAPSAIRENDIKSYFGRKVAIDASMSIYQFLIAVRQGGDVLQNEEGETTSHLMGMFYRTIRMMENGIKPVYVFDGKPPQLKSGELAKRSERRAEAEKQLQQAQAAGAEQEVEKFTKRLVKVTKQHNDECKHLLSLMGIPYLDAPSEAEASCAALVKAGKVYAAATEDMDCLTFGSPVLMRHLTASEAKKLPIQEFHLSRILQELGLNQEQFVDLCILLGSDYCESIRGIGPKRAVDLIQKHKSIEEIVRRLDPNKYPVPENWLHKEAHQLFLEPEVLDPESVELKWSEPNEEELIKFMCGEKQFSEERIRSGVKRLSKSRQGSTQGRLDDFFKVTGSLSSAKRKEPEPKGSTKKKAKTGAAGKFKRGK
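Steps: FEN1 (10 nM) dispensed; compound added by pin tool; 15 min at room temperature; substrate added to 50 nM final; reads at 0 min and 15 min; data normalized and fitted (four-parameter Hill).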
Active calls of the source: *; ? = inconclusive; . = no result given; & = joins results of further samples. Calls come from the whole dose curve; as a rule, active = well fitted curve in the direction sought with a large enough effect; inconclusive = small, poorly fitted or top-dose-only effect, or another doubt; inactive = no such curve, though single readings can be large; an effect the other way counts as inactive or inconclusive. Unless noted, % is set by controls: 0 for no effect and ±100 for the full control effect; potency is the fitted concentration of half-maximal effect. The list is partial; the hit share may differ from the screen's.

SMILES | N370S GC mod | TDP1 cell CPT | FEN1 inh
CCCNC(=O)c1c(NC(=O)c2ccccc2)sc2c1CCC(C(C)(C)C)C2 (stereo not drawn) | . | 2.0% | -7.6%
CC(=O)N1CCc2cc(Br)cc(S(=O)(=O)N3CCC(C(=O)O)CC3)c21 | -1.1% | 2.1% | -4.2%
C/C(=N/NC(=O)CCc1ccccc1)c1ccco1 | 2.0% | -1.8% | -10.0%
CCOc1ccc(CC(=O)NCCc2csc3nc(-c4ccccc4F)nn23)cc1 | . | -27.1% | 2.1%
CC(C)C(C)(C#N)NC(=O)CSc1nnc(-c2ccncc2)n1Cc1ccccc1 (stereo not drawn) | -5.0% | ? | -0.9%
COCCNCC#CCOc1ccc(OC)cc1 | 6.6% | -21.5% | -3.0%
COc1ccccc1OCCNC(=O)c1ccccc1C | 1.8% | -14.6% | 0.8%
COc1ccc(CNc2ncnc3c2c(-c2ccccc2)cn3-c2ccccc2)cc1 | . | ? | -0.5%
O=C(CC1CCCC1)NCCS(=O)(=O)N1CCN(c2ccccc2F)CC1 | 0.8% | ? | -3.5%
COCCCN1C(=O)C(=O)/C(=C(/O)c2ccc3c(c2)CC(C)O3)C1c1cccnc1 (stereo not drawn) | 8.1% | 6.5% | 0.1%
COCCNc1nc2c(c(=O)n(Cc3ccc(OC)cc3)c(=O)n2C)n1C | -10.1% | -5.9% | -3.3%
CC(C)OCCCNC(=O)C1CCC(CNS(=O)(=O)c2ccc(Cl)cc2)CC1 (stereo not drawn) | -28.6% | -20.4% | -1.0%

Grouped by structure, the entries above containing an aryl methoxy group
SMILES | N370S GC mod | TDP1 cell CPT | FEN1 inh
COCCNCC#CCOc1ccc(OC)cc1 | 6.6% | -21.5% | -3.0%
COc1ccccc1OCCNC(=O)c1ccccc1C | 1.8% | -14.6% | 0.8%
COc1ccc(CNc2ncnc3c2c(-c2ccccc2)cn3-c2ccccc2)cc1 | . | ? | -0.5%
COCCNc1nc2c(c(=O)n(Cc3ccc(OC)cc3)c(=O)n2C)n1C | -10.1% | -5.9% | -3.3%

Following part:
SMILES | N370S GC mod | TDP1 cell CPT | FEN1 inh
O=c1c2cc([N+](=O)[O-])cc([N+](=O)[O-])c2[nH]n1-c1ccccc1 | -13.2% | ? | -11.1%
Cc1cc(NCCCN2CCOCC2)n2nc(C)c(-c3ccc(F)cc3)c2n1 | 13.0% | ? | -3.7%
CC(NC(=O)C1CCCN(S(=O)(=O)N2CCOCC2)C1)c1ccccc1 (stereo not drawn) | -6.2% | -1.5% | -10.5%
Cc1ccnc(NC(=O)CCCc2c[nH]c3ccccc23)c1 | -6.3% | -7.0% | -1.8%
O=S(=O)(c1ccc(Br)cc1)N1CCn2cccc2C1c1ccc(Br)cc1 (stereo not drawn) | . | ? | -11.6%
CC(=O)Nc1ccc(S(=O)(=O)Nc2nnc(Cc3ccc(Cl)cc3)s2)cc1 | -18.7% | -2.2% | 3.6%
CC1CCCCC1NC(=O)CCS(=O)(=O)c1cc2c(cc1Cl)NC(=O)CO2 (stereo not drawn) | -6.3% | -2.6% | -3.4%
NC(=O)c1ccccc1OCC(=O)NC12CC3CC(CC(C3)C1)C2 | ? | ? | 0.0%
CCOC(=O)Cn1nc(-c2ccc(C)cc2)c2ccccc2c1=O | 2.6% | 0.7% | -2.4%
C=CCOc1ccc(/C=C/C(=O)OCC(=O)NCC2CCCO2)cc1 (stereo not drawn) | -3.8% | -16.3% | 1.8%
c1ccc2[nH]c(NCc3ccc4c(c3)OCO4)nc2c1 | -6.7% | -1.2% | -1.1%
Cc1nnc(NC(=O)COc2ccc3c(C)cc(=O)oc3c2)s1 | . | -5.2% | 11.6%
C=CCN(CC=C)C(=O)c1cc(Cl)ccc1[N+](=O)[O-] | 3.9% | -5.2% | -5.8%
C[C@@H]1CN(c2c(F)c(F)c3c(=O)c(C(=O)O)cn(C4CC4)c3c2F)C[C@H](C)N1 | -7.8%&-13.2% | 4.4%&-2.2% | -5.3%
Cc1nnc(SCC(=O)N2CC(C)OC(C)C2)n1-c1ccccc1 (stereo not drawn) | -4.9% | 5.7% | 5.2%
CCOCCCNc1nc(-c2ccccc2)nc2ccccc12 | ? | ? | -22.6%
COc1ccc(-n2nc(C(=O)NCC(=O)N3CCN(c4ccccc4F)CC3)c3ccccc3c2=O)cc1 | -10.7% | 18.4µM* | -0.6%
CC(=O)Nc1ccc(NC(=O)C2CC(=O)N(c3cccc(Cl)c3)C2)cc1 (stereo not drawn) | -1.5% | ? | 20.4%
CCOc1ccc2nc(N(CCCN(C)C)C(=O)c3ccc(S(=O)(=O)N4CCCC4)cc3)sc2c1 | -29.3% | ? | 11.7%
COc1ccc(C(C)NS(=O)(=O)Cc2ccccc2)cc1 (stereo not drawn) | -9.3% | 8.4% | 0.6%
CCOc1ccc(NC(=O)c2ccc(NC(=O)Cc3n[nH]c(=O)c4ccccc34)cc2)cc1 | -0.4% | -13.4% | 11.8%
COc1ccc(-c2noc(C(C)NC(=O)c3ccco3)n2)cc1 (stereo not drawn) | . | 18.4µM* | 2.6%
CCOC(=O)c1ccccc1NC(=O)Cc1ccc(OC)c(S(=O)(=O)N2CCOCC2)c1 | . | ? | -0.1%
Cn1c(N)c(S(=O)(=O)N2CCN(C(=O)c3ccco3)CC2)c(=O)n(C)c1=O | 2.8% | 29.3% | -13.6%
Cc1noc(C)c1C(=O)N1CCC[C@@]2(CCN(Cc3ccccc3)C2)C1 | -0.9% | 6.2% | .
COc1ccccc1/C=C/C=NC1C(=O)N(c2ccccc2)[N+](C)=C1C (stereo not drawn) | -7.2% | -16.7% | 10.7%
CC(CNS(=O)(=O)c1ccccc1)(c1ccccc1)N1CCOCC1 (stereo not drawn) | -7.0% | -8.4% | 22.8%
Cc1noc(NS(=O)(=O)c2ccc(NC(=O)CCC3CCCCC3)cc2)c1C | 6.3% | -6.0% | 12.6%
COc1cc(CNCc2cccs2)cc(Br)c1OC | -20.9% | -7.7% | -2.9%
COc1ccccc1-n1nnnc1SCC(=O)NCC1(N2CCCCC2)CCCCC1 | . | -20.4% | 2.3%
Cc1cccc(NC(=S)Nc2ccc(Br)cc2)c1 | 12.0% | ? | -18.3%
CSc1sc(C)cc1C=O | 2.8% | -1.8% | 1.2%
COc1ccc(OC)c(NC(=O)C(C)OC(=O)c2cc3ccccc3[nH]2)c1 (stereo not drawn) | . | ? | -16.7%
O=C(O)CC(NC(=O)c1sc2ccccc2c1Cl)c1ccc(OC2CCCC2)cc1 (stereo not drawn) | 24.2% | 6.7% | 0.6%
COc1ccc2nc(SCC(=O)NCc3ccccc3)[nH]c2c1 | -2.4% | -3.6% | 3.3%
O=C(Nc1cccc(Br)c1)c1ccc(CSc2ccccc2)cc1 | 11.5% | 2.9% | -10.2%

The last 5 records of the section above open the next one:
SMILES | N370S GC mod | TDP1 cell CPT | FEN1 inh
CSc1sc(C)cc1C=O | 2.8% | -1.8% | 1.2%
COc1ccc(OC)c(NC(=O)C(C)OC(=O)c2cc3ccccc3[nH]2)c1 (stereo not drawn) | . | ? | -16.7%
O=C(O)CC(NC(=O)c1sc2ccccc2c1Cl)c1ccc(OC2CCCC2)cc1 (stereo not drawn) | 24.2% | 6.7% | 0.6%
COc1ccc2nc(SCC(=O)NCc3ccccc3)[nH]c2c1 | -2.4% | -3.6% | 3.3%
O=C(Nc1cccc(Br)c1)c1ccc(CSc2ccccc2)cc1 | 11.5% | 2.9% | -10.2%
O=C(Oc1ccc(C(=S)N2CCOCC2)cc1)c1ccc([N+](=O)[O-])cc1[N+](=O)[O-] | -2.7% | -4.1% | -0.6%
COc1ccc(C(=O)NCC(=O)N/N=C/c2cn(C)c3ccccc23)cc1OC | 3.0% | -9.7% | -20.8%
O=C(NCC1CCCO1)c1ccc2c(=O)n(Cc3ccc(Cl)cc3)c(=S)[nH]c2c1 (stereo not drawn) | 8.8% | -22.2% | 6.4%
CC(C)NC(=O)C(c1ccc(F)cc1)N(C(=O)CCC(=O)Nc1ccccn1)C1CCCCC1 (stereo not drawn) | -9.6% | -8.7% | -1.0%
Cc1c(CC(=O)NCCCCCC(=O)O)c(=O)oc2cc3c(cc12)CCC(C)(C)O3 | ? | 0.5% | 12.0%
O=C(NC(=S)Nc1ccc(N2CCOCC2)cc1)c1ccco1 | 3.4% | -2.2% | 6.6%
CCCCNC(=O)C1CCN(c2nc(C)cc(C)n2)CC1 | -9.1% | -9.5% | -0.4%
CCCn1c2ccccc2c2cc(C(=O)O)ccc21 | 5.9% | 6.1% | -12.3%
Cc1ccccc1NC(=O)/C=C1\SC(=O)NC1=O | -3.3% | -29.8% | -11.6%
O=C(Nc1ccccc1Cl)OC1CCCCC1 | -3.9% | 4.5% | -2.0%
CCc1cc[n+](-c2nc([O-])sc2C=O)cc1 | -4.0% | 11.6% | 0.7%
COc1ccccc1NC(=O)CSc1nnnn1C1CCCC1 | -6.2% | 9.2% | 13.1%
CC1(CNC(=O)C(=O)NCC2(C)CO2)CO1 (stereo not drawn) | . | 0.82µM* | -1.8%
COc1cccc(NC(=O)C(Sc2nnc(-c3ccncc3)n2-c2ccc(Cl)cc2)c2ccccc2)c1 (stereo not drawn) | 19.2% | 16.4µM* | -8.0%
Cc1onc(C(=O)NCc2cccs2)c1[N+](=O)[O-] | -3.6% | -12.1% | -14.1%
CC1CC(C)CN(S(=O)(=O)c2ccc3c(c2)oc(=O)n3CC(=O)N2CCOCC2)C1 (stereo not drawn) | -1.6% | 0.8% | -5.9%
COc1ccc(C(=O)Nc2ccc3[nH]ncc3c2)cc1OC | -3.2% | 19.8% | 0.3%
C=CCC1C=C(C)CC(CC=C)N1 (stereo not drawn) | -0.5% | 1.7% | 14.6%
Cc1ccc(C2CC2c2n[nH]c(=S)n2-c2ccc(C)cc2)cc1 (stereo not drawn) | 5.0% | -32.5% | -5.8%
COc1ccc(CCN(C)C2CCCN(C(=O)CCSC)C2)cc1OC (stereo not drawn) | -3.3% | -13.2% | 9.5%
COCCN1C(=O)N(c2ccc(Cl)cc2)C(=O)C1CC(=O)Nc1cc(OC)cc(OC)c1 (stereo not drawn) | -4.5% | ? | 6.4%
CC(C)C(NC(=O)c1ccccc1NC(=O)C(C)(C)C)C(=O)N1CCOCC1 (stereo not drawn) | . | -1.5% | -8.3%
O=C(CC(c1ccccc1)(c1ccccc1)c1ccccc1)N[C@@H](Cc1ccc(O)cc1)C(=O)O | -1.6% | 4.7% | 2.0%
CCc1ccc(CNC(=O)C(C)n2ccc3cc(S(=O)(=O)N4CCCCCC4)ccc32)cc1 (stereo not drawn) | . | ? | -3.9%
O=C(O)C1(c2cccc(Cl)c2)CCC1 | 7.5% | -0.2% | 8.7%
COc1ccc(-c2cc(C(=O)Nc3sc4c(c3C(N)=O)CCCC4)no2)cc1 | . | ? | 18.7%
COc1ccc(Cl)cc1C(=O)NC(=S)Nc1ccccc1N1CCOCC1 | -5.4% | -12.9% | -18.1%
CC(OC(=O)CCc1nc2ccccc2c(=O)[nH]1)C(=O)NC1CCCC1 (stereo not drawn) | -16.7% | -0.9% | -1.3%
Cc1ccc(-c2cc(C(=O)Nc3cccnc3)[nH]n2)c(O)c1C | -4.1% | -17.4% | 11.7%
CC(CNC(=O)Cn1cnc2c(OCc3ccccc3)ncnc21)c1ccccc1 (stereo not drawn) | . | ? | -5.7%
Clc1nc(-c2ccccc2)cc(-c2ccccc2)n1 | 4.5% | -29.3% | -2.5%
Cc1ccc(C)c(CN2CCC(CNC(=O)Nc3ccc(Br)cc3F)CC2)c1 | -10.9% | 10.3µM* | 4.6%&-2.9%
COc1ccc(-c2nc3ccc(C(=O)NCC(OC)OC)cc3nc2-c2ccc(OC)cc2)cc1 | 1.0% | 10.3µM* | -17.8%
COc1ccc(C(=O)NC(Nc2ccc(C)cc2)C(Cl)(Cl)Cl)cc1 (stereo not drawn) | ? | 20.6µM* | -10.9%
O=C(NCc1ccncc1)c1ccc(OCc2ccccc2)cc1 | . | 20.6µM* | 21.6%
O=c1oc2ccccc2c2c1ccc1ccccc12 | . | ? | ?
CCOC(=O)c1c(NC(=O)C2CCCO2)sc2c1CCC2 (stereo not drawn) | 21.9% | -3.0% | -21.7%
O=C(COc1ccc(Cc2ccccc2)cc1)c1ccc(F)cc1 | 6.1% | ? | -10.8%

Whole records as entered above.
Cc1ccc(-c2cc(C(=O)Nc3cccnc3)[nH]n2)c(O)c1C as listed: N370S GC mod: -4.1%; TDP1 cell CPT: -17.4%; FEN1 inh: 11.7%
Clc1nc(-c2ccccc2)cc(-c2ccccc2)n1 as listed: N370S GC mod: 4.5%; TDP1 cell CPT: -29.3%; FEN1 inh: -2.5%
O=c1oc2ccccc2c2c1ccc1ccccc12 as listed: N370S GC mod: .; TDP1 cell CPT: ?; FEN1 inh: ?
